G9a inh: inhibitors of human histone lysine methyltransferase G9a; Q96KQ7; G9a H3K9 monomethylation, AlphaScreen, 2 h; Potency, µM (highest dose often 102 µM), for inactives: at the highest dose activity, negative = inhibition, actives largely listed as inhibitors; actives 8.8% (n = 350,000); AID 504332; note: potency is the fitted concentration of half-maximal effect; % is set by controls: 0 for no effect and ±100 for the full control effect; nearly all actives have a fitted effect of over 75% in size
Target sequence (Q96KQ7 913-1193 limits assumed): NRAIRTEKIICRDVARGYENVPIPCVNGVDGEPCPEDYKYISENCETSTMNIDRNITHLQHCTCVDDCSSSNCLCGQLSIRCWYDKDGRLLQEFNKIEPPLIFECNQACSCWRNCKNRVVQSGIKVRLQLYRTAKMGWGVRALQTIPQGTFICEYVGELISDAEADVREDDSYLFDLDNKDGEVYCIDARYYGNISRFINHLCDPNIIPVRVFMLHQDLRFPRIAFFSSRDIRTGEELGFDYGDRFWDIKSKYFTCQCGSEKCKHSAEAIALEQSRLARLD
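Enzyme 20 nM + cpd, 15 min RT; add b-H3K9 pep 500 nM / SAM 20 uM; 2 h RT; anti-H3K9me1 Ab 0.5 ug/mL + SA donor / anti-rabbit acceptor beads 20 ug/mL each, 10 min; AlphaScreen read.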
PI4K2A inh: blocks human PI4K2A kinase activity | Q9BTU6 | purified PI4K2A, ADP-Glo luminescence, 1 h; hits give low values | activity change, negative = inhibition, % at 76.9 µM | actives 0.13% (n = 420,000) | AID 1346378; in the data active = activity change below about -50%; inconclusive = mostly about -30% to -49%;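 note: -100% = wells without enzyme as full effect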
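PI4K2A activity was measured by ADP-Glo luminescence: enzyme (4 ug/mL stock) and phosphatidylinositol (1.2 mM stock) in Tris pH 7.5/MgCl2/EGTA/Triton X-100 buffer were reacted with ATP (300 microM stock) for one hour at ambient temperature.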
HP1b chromo inh: HP1-beta chromodomain-methylated histone interaction inhibition; Potency, µM (doses to about 114 µM), for the others: at the top dose activity change, negative = inhibition, most hits filed as inhibitors; AID 540317; P83916; AlphaScreen HP1-beta / biotin-H3K9me3 peptide binding; actives 0.56% (n = 390,000); note: potency is the fitted concentration of half-maximal effect; nearly all actives have a fitted effect of over 70% in size; inactives centre near 23
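Compound inhibition of the preformed complex between 50 nM HP1-beta and 50 nM biotinylated H3K9me3 peptide was read by AlphaScreen. Buffer was PBS pH 7.4 with 0.01% Tween-20. Incubations ran 30 min at room temperature, with 10 ug/mL donor/acceptor beads.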
JMJD2A Tudor inh: blocks the human JMJD2A Tudor domain | AlphaScreen JMJD2A-Tudor / H3K4me3 peptide binding | AID 504339 | O75164 | actives 4.4% (n = 390,000) | Potency, µM (doses to about 114 µM), inactives show top-dose activity change, negative = inhibition, hits mostly inhibitors; note: potency is the fitted concentration of half-maximal effect; % is set by controls: 0 for no effect and ±100 for the full control effect; nearly all actives have a fitted effect of over 50% in size
BAZ2B block: BAZ2B (human) inhibition | Potency, µM (top dose mostly 114 µM), inactives show at the top dose activity change, negative = inhibition, most hits filed as inhibitors | actives 4.4% (n = 360,000) | Q9UIF8 | AlphaScreen BAZ2B-H3K14Ac peptide displacement; note: potency is the fitted concentration of half-maximal effect; % is set by controls: 0 for no effect and ±100 for the full control effect; nearly all actives have a fitted effect of over 60% in size
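AlphaScreen luminescence quantifies BAZ2B engagement of H3K14Ac peptide; the protein and biotinylated peptide are both at 50 nM final, buffer PBS pH 7.4 with 0.01% Tween-20, all steps at room temperature.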
PGK inhibitor: blocks T. brucei phosphoglycerate kinase | AID 602233 | P07378 | Potency, µM (doses to about 57.5 µM), for inactives: at the top dose activity change, negative = inhibition, hits mostly inhibitors | PGK/GAPDH coupled, Kinase-Glo luminescence, 60 min | actives 0.043% (n = 380,000); note: potency is the fitted concentration of half-maximal effect; % is set by controls: 0 for no effect and ±100 for the full control effect; nearly all actives have a fitted effect of over 60% in size
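Luminescent ATP detection (Kinase-Glo Plus) follows a 60-minute room-temperature incubation, with wells lacking PGK as controls. Buffer: 100 mM TEA (pH 7.6), 5 mM MgCl2, 0.01% Tween-20. Coupling enzyme GAPDH (100 nM final) supplies unstable 1,3-BPG in-well.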
ERG-DNA inh: inhibitors of human ERG Ets domain-DNA interaction; Potency, µM (titrated, usually from 76.9 µM), for inactives: at the top dose FP activity, negative = inhibition, actives largely listed as inhibitors; P11308; fluorescence polarization, His-ERG Ets domain / labelled DNA; actives 0.028% (n = 370,000); active = well fitted inhibition curve with a large enough effect in the polarisation, with a control signal flat; inconclusive = small, poorly fitted or top-dose-only effect, or effect the other way, or a change in a side signal; inactive = no such curve, though single readings can be large or run the other way; the % refers to the polarisation;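 note: polarization taken with two DNA probes labelled with fluorescein and Texas red; potency is the fitted concentration of half-maximal effect; % of control where 0% means no effect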
Target sequence (P11308 whole entry, looked up, the tested form may be a part): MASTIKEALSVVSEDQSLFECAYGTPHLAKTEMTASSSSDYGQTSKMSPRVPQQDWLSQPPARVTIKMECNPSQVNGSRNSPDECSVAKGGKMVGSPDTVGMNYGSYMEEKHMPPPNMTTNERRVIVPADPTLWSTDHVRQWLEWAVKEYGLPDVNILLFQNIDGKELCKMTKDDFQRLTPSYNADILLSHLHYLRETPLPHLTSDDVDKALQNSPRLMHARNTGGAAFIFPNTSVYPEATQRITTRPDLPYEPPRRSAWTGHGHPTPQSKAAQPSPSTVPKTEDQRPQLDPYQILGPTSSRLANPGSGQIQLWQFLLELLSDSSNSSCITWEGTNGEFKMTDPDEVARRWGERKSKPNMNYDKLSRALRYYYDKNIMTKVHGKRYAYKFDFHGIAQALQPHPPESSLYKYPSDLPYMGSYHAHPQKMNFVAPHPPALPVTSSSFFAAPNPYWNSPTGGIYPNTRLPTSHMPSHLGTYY
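His-tagged ERG Ets domain (1 uM in the protein solution; 300mM KCl, 50mM Tris-HCl, 1mM EDTA, 1mM DTT, pH 7.5) received compound, then a probe mix of 5 nM fluorescein-DNA and 100nM Texas-615-DNA. Fluorescence polarization was read for both dyes.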
GLS inhibitor: inhibitors of human glutaminase (GLS) | O94925 | GLS enzymatic activity, qHTS titration | Potency, µM (top dose mostly 45.5 µM), inactives show at the highest dose activity change, negative = inhibition, usual class: inhibitors | actives 0.21% (n = 410,000); note: potency is the fitted concentration of half-maximal effect; % is set by controls: 0 for no effect and ±100 for the full control effect
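Coupled fluorescence readout: glutamate oxidase/HRP/Amplex Red detect glutamate formed by hKGA from L-glutamine (1 mM solution added). Buffer 45 mM KH2PO4 pH 8.2, 0.02% Tween-20; reads at t0 and 30 min RT.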
Pin1 inh: inhibitors of human Pin1 | Pin1 FP peptide displacement, HiFluor488, 10 min | actives 0.009% (n = 390,000) | Potency, µM (top dose mostly 115 µM), inactives show at the top dose activity, negative = inhibition, most hits filed as inhibitors | AID 504891; active = well fitted inhibition curve with a large enough effect in the polarisation, with a control signal flat, not every such curve was filed as active; inconclusive = small, poorly fitted or top-dose-only effect, or effect the other way, or a change in a side signal; inactive = no such curve, though single readings can be large or run the other way; the % refers to the polarisation; note: potency is the fitted concentration of half-maximal effect; % is set by controls: 0 for no effect and ±100 for the full control effect
Target sequence (Q13526 whole entry, looked up): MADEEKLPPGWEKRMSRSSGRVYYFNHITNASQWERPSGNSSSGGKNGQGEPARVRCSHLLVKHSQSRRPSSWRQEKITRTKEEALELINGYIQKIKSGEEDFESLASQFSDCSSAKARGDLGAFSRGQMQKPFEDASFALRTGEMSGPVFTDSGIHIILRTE
Numbers without * were called inactive; [ ] = another dose, or the depositor's remark. Unless noted, calls come from the whole dose curve; as a rule, active = well fitted curve in the direction sought with a large enough effect; inconclusive = small, poorly fitted or top-dose-only effect, or another doubt; inactive = no such curve, though single readings can be large; an effect the other way counts as inactive or inconclusive. This is a random part of the collection; any-hit rate near 11%.

O=C1c2cccnc2Oc2ccc(Cl)cc2N1Cc1ccc(F)cc1 was read as G9a inh 13%[59 µM], PI4K2A inh 4, HP1b chromo inh 58%[activator], JMJD2A Tudor inh 6%, BAZ2B block 6%, PGK inhibitor 3%, ERG-DNA inh -6%, GLS inhibitor -2% and Pin1 inh 9%.
`COc1ccc(-n2ncc3c2CC(C)(C)CC3NC(=O)c2ccc(OC)o2)cc1` (stereo unspecified) gave G9a inh 1%, PI4K2A inh 8, HP1b chromo inh -5%, JMJD2A Tudor inh -34%, BAZ2B block inconclusive, PGK inhibitor -2%, ERG-DNA inh 0%, GLS inhibitor 7% and Pin1 inh 4%.
Cc1cccc(N2CC(C)Cn3c2nc2c3c(=O)n(CC(=O)OCc3ccccc3)c(=O)n2C)c1 (stereo unspecified) was read as G9a inh inconclusive, PI4K2A inh 0, HP1b chromo inh inconclusive, JMJD2A Tudor inh -33%, BAZ2B block inconclusive, PGK inhibitor 2%, ERG-DNA inh -3%, GLS inhibitor 5% and Pin1 inh 24%.
For COc1cc(C)ccc1OCc1cc(C(=O)NCc2ccncc2)no1 the results were G9a inh 24%, PI4K2A inh 2, HP1b chromo inh 16%, JMJD2A Tudor inh -10%, BAZ2B block -18%, PGK inhibitor -9%, ERG-DNA inh 0%, GLS inhibitor 10% and Pin1 inh 0%.
Screening COCCN(CCOC)c1ncnc2c1cnn2-c1ccccc1 returned G9a inh 26%[12.7 µM], PI4K2A inh -2, HP1b chromo inh 77%[activator], JMJD2A Tudor inh -9%, BAZ2B block 0%, PGK inhibitor inactive, ERG-DNA inh 1%, GLS inhibitor 2% and Pin1 inh 1%.
CC(C(=O)NCCS(=O)(=O)c1ccc(Br)cc1)S(=O)(=O)c1ccc(Cl)cc1 (stereo unspecified) was read as G9a inh -1%, PI4K2A inh -3, HP1b chromo inh 6%, JMJD2A Tudor inh -12%, BAZ2B block -13%, PGK inhibitor -13%, ERG-DNA inh 5%, GLS inhibitor 1% and Pin1 inh -3%.
Cc1cccc(N=c2oc3cc(O)ccc3cc2C(N)=O)c1 was read as G9a inh 13%[2.33 µM], PI4K2A inh -12, HP1b chromo inh -14%, JMJD2A Tudor inh -24%[57.1 µM], BAZ2B block -34%, PGK inhibitor -9%, ERG-DNA inh -25%, GLS inhibitor 20% and Pin1 inh inconclusive.
`COc1ccc(Cl)cc1NS(=O)(=O)c1cccc(C(=O)NCC2CCCO2)c1` (stereo unspecified) gave G9a inh inconclusive, PI4K2A inh 2, HP1b chromo inh 28%, JMJD2A Tudor inh -14%, BAZ2B block -8%, PGK inhibitor -4%, ERG-DNA inh -21%, GLS inhibitor 2% and Pin1 inh -9%.
`Cc1ccccc1-c1nc(S(=O)(=O)c2ccc(Cl)cc2)c(NCCN2CCOCC2)o1` gave G9a inh inconclusive, PI4K2A inh -10, HP1b chromo inh -9%, JMJD2A Tudor inh -35%, BAZ2B block inconclusive, PGK inhibitor 4%, ERG-DNA inh -2%, GLS inhibitor 20% and Pin1 inh 1%.
For CCOC(=O)c1cc(-c2ccco2)nc2c1c(C)nn2-c1cccc(Cl)c1 the results were G9a inh 20%[2.33 µM], PI4K2A inh -7, HP1b chromo inh 24%, JMJD2A Tudor inh -21%, BAZ2B block -34%, PGK inhibitor -3%, ERG-DNA inh -2%, GLS inhibitor 1% and Pin1 inh inconclusive.
Screening O=C(Nc1ccc(Oc2ccccc2)cc1)N[C@@H](Cc1ccccc1)C(=O)O returned G9a inh inconclusive, PI4K2A inh -1, HP1b chromo inh 24%, JMJD2A Tudor inh -9%, BAZ2B block -2%, PGK inhibitor -3%, ERG-DNA inh 7%, GLS inhibitor -13% and Pin1 inh -22%.
Screening COc1ccccc1CNC(=O)C(C)n1c(=O)cc(C(F)(F)F)c2c(C)nn(C)c21 (stereo unspecified) returned G9a inh 1%[59 µM], PI4K2A inh 9, HP1b chromo inh 26%, JMJD2A Tudor inh -18%, BAZ2B block -11%, PGK inhibitor -2%, ERG-DNA inh -3%, GLS inhibitor -7% and Pin1 inh 0%.
For CCc1ccc(S(=O)(=O)Nc2cc(SCC(=O)O)c(O)c3ccccc23)cc1 the results were G9a inh 3.5µM*, PI4K2A inh inconclusive, HP1b chromo inh inconclusive, JMJD2A Tudor inh 22µM*, BAZ2B block inconclusive, PGK inhibitor -5%, ERG-DNA inh -1%, GLS inhibitor -18% and Pin1 inh inconclusive.
CCOC(=O)CNC(=O)Cn1cnc2sc(C)c(S(=O)(=O)N3CCOCC3)c2c1=O was read as G9a inh 7%, PI4K2A inh -2, HP1b chromo inh 11%, JMJD2A Tudor inh inconclusive, BAZ2B block -5%, PGK inhibitor -10%, ERG-DNA inh -13%, GLS inhibitor 3% and Pin1 inh -4%.
Screening CC1CN(C(=O)COC(=O)CSc2ccc(C(N)=O)cc2[N+](=O)[O-])CC(C)O1 (stereo unspecified) returned G9a inh -46%, PI4K2A inh 7, HP1b chromo inh 11%, JMJD2A Tudor inh -1%, BAZ2B block -23%, PGK inhibitor -6%, ERG-DNA inh 12%, GLS inhibitor -1% and Pin1 inh 2%.
Cc1nn(C)cc1/C=N/NC(=O)Cn1nnc(N)n1 was read as G9a inh 4%[59 µM], PI4K2A inh -4, HP1b chromo inh 15%, JMJD2A Tudor inh 7%, BAZ2B block -6%, PGK inhibitor -3%, ERG-DNA inh 9%, GLS inhibitor -1% and Pin1 inh 40%[activator].
Screening Cc1nc(-c2ccccc2)ccc1C(=O)O returned G9a inh 8%, PI4K2A inh 1, HP1b chromo inh 29%, JMJD2A Tudor inh -9%, BAZ2B block -17%, PGK inhibitor inactive, ERG-DNA inh -5%, GLS inhibitor 0% and Pin1 inh 8%.
For CC(Nc1ccccc1)C(=O)Nc1ccc(F)cc1 (stereo unspecified) the results were G9a inh -19%, PI4K2A inh 0, HP1b chromo inh 40%, JMJD2A Tudor inh -4%, BAZ2B block -2%, PGK inhibitor -11%, ERG-DNA inh -13%, GLS inhibitor 16% and Pin1 inh -4%.
`O=C(Cc1ccccc1)c1ccc(N2CCOCC2)cc1` gave PI4K2A inh -13, HP1b chromo inh 27%, JMJD2A Tudor inh 10%, PGK inhibitor -7%, GLS inhibitor 0% and Pin1 inh -2%.
For CC(C)CCNC(=O)CN(C)S(=O)(=O)c1cccc2nsnc12 the results were G9a inh inconclusive, PI4K2A inh 0, HP1b chromo inh 30%[activator], JMJD2A Tudor inh -3%, BAZ2B block 0%, PGK inhibitor -9%, ERG-DNA inh 2%, GLS inhibitor -14% and Pin1 inh -3%.

Next section, starting with the last 2 of the part before.
`O=C(Cc1ccccc1)c1ccc(N2CCOCC2)cc1` gave PI4K2A inh -13, HP1b chromo inh 27%, JMJD2A Tudor inh 10%, PGK inhibitor -7%, GLS inhibitor 0% and Pin1 inh -2%.
For CC(C)CCNC(=O)CN(C)S(=O)(=O)c1cccc2nsnc12 the results were G9a inh inconclusive, PI4K2A inh 0, HP1b chromo inh 30%[activator], JMJD2A Tudor inh -3%, BAZ2B block 0%, PGK inhibitor -9%, ERG-DNA inh 2%, GLS inhibitor -14% and Pin1 inh -3%.
COc1cc(C(=O)NCCSc2ccc(Cl)cc2)cc(OC)c1OC was read as G9a inh -13%, PI4K2A inh -4, HP1b chromo inh 42%[activator], JMJD2A Tudor inh -11%, BAZ2B block -2%, PGK inhibitor inactive, ERG-DNA inh -4%, GLS inhibitor -1% and Pin1 inh 2%.
Cc1ccc(C)c(NC(=O)CCC(=O)N/N=C/c2ccc[nH]2)c1 was read as PI4K2A inh -1, HP1b chromo inh 22%, JMJD2A Tudor inh -24%, BAZ2B block -30%, PGK inhibitor 1%, ERG-DNA inh 0%, GLS inhibitor 12% and Pin1 inh 8%.
Screening O=CNc1ccc(S(=O)(=O)NCc2ccccc2)cc1 returned G9a inh 16%, PI4K2A inh 1, HP1b chromo inh 10%, JMJD2A Tudor inh 1%, BAZ2B block 9%, PGK inhibitor -2%, ERG-DNA inh 2%, GLS inhibitor 2% and Pin1 inh -2%.
Screening Cc1nnc(SCc2cc(=O)c3ccccc3[nH]2)s1 returned G9a inh 13%[59 µM], PI4K2A inh -2, HP1b chromo inh 18%[57 µM], JMJD2A Tudor inh -19%, BAZ2B block 10%, PGK inhibitor -13%, ERG-DNA inh -6%, GLS inhibitor 8% and Pin1 inh 0%.
Cc1ccc2c(COC(=O)C3CSC4(C)CCC(=O)N34)cc(=O)oc2c1C (stereo unspecified) was read as PI4K2A inh -5, HP1b chromo inh 5%, JMJD2A Tudor inh -21%, PGK inhibitor inactive, ERG-DNA inh 1%, GLS inhibitor 3% and Pin1 inh -1%.
`O=c1c2cc(NC(=S)NC3CCCC3)ccc2nc2n1CCCCC2` gave G9a inh -46%, PI4K2A inh 3, HP1b chromo inh 42%, JMJD2A Tudor inh -5%, BAZ2B block -29%, PGK inhibitor -7%, ERG-DNA inh -1%, GLS inhibitor -21% and Pin1 inh 1%.

Screening data deposited in PubChem by National Center for Advancing Translational Sciences (NCATS).
